M4 PAM = human M4 muscarinic receptor positive allosteric modulators, primary screen, CHO-K1 cells, Fluo-8 calcium fluorescence. Muscarinic acetylcholine receptor M4 (Homo sapiens), P08173. CHO-K1 hM4/Gqi5, ACh EC20; 0% = ACh EC20, 100% = maximal ACh. activation, % at 3 µM. 0.4% of 360,000 active;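 active = activation above its plate's cutoff, the mean activation of sample wells plus 3 SD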; note: some results filed as inactive read as strong as hits
M4 ag = human M4 muscarinic receptor agonists, primary screen, CHO-K1 cells, Fluo-8 calcium fluorescence; 0.14% of 360,000 active; CHO-K1 hM4/Gqi5; vehicle 0%, full acetylcholine response 100%; activation, % at 3 µM; Muscarinic acetylcholine receptor M4 (Homo sapiens), P08173;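 active = activation above the run mean over all test wells plus 3 SD, cut at about 32% in these data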;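 note: peak over basal fluorescence ratio per well then scaled between controls; 0% = DMSO wells and 100% = acetylcholine at EC100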
CHRM1 antagonist = human M1 muscarinic receptor antagonists, primary screen, CHO-K1 cells, Fluo-8 calcium fluorescence, 1536-well; inhibition, % at 3 µM; CHO-K1 hM1, ACh EC80 antagonist; 1.3% of 360,000 active;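 active = percent inhibition above its own plate's cutoff, namely the mean of that plate's compound wells plus 3 SD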;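 note: peak over basal fluorescence ratio during 140 s after agonist addition; 0% = ACh EC80 plus DMSO and 100% = DMSO alone without agonist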
CHRM5 PAM = human M5 muscarinic receptor positive allosteric modulators, primary screen, CHO-K1 cells, Fluo-8 calcium fluorescence. Muscarinic acetylcholine receptor M5 (Homo sapiens), P08912. CHO-K1 hM5, ACh EC20 PAM; 0% = ACh EC20, 100% = ACh EC100. activation, % at 3 µM. 0.3% of 360,000 active;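 active = activation above the run cutoff, the mean activation of all test compounds plus 3 SD, cut at about 18% in these data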
Target sequence (P08912 whole entry, looked up): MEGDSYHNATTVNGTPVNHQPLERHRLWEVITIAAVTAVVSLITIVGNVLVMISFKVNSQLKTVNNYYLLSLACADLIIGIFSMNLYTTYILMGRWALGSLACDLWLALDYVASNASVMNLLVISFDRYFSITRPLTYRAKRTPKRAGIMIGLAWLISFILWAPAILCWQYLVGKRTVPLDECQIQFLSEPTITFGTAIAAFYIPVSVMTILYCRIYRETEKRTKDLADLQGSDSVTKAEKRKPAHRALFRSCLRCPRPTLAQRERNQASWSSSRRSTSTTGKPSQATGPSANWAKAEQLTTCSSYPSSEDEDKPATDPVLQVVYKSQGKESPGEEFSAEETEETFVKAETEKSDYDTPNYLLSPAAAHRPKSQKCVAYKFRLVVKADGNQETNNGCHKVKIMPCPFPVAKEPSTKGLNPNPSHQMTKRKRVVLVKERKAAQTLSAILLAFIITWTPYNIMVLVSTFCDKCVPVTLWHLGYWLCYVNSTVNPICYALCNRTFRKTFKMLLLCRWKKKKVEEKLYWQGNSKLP
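system = human M5 receptor in CHO-K1 cells | reagent = EC20 acetylcholine as agonist stimulus | compound dosing = single-point, 3 µM nominal | incubation = Fluo-8 loading 80 min at 37 °C plus 30 min room temperature | detection = Fluo-8 calcium dye fluorescence, kinetic read | benchmarks = low control EC20 acetylcholine (0%), high control EC100 acetylcholine (100%)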
M4 antag = human M4 muscarinic receptor antagonists, primary screen, CHO cells, Fluo-8 calcium fluorescence | Muscarinic acetylcholine receptor M4 (Homo sapiens), P08173 | 0.73% of 360,000 active | inhibition, % at 3 µM | CHO-hM4 cells, ACh EC80 | AID 624125, 2012;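 active = inhibition above its plate's cutoff, the mean inhibition of sample wells plus 3 SD, cut at about 27% in these data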;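 note: 0% = acetylcholine EC80 with DMSO and 100% = DMSO without agonist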
CRFBP-R2 agonist = agonists of CRF-BP/CRF-R2 complex, primary screen, cell-based, HEK293, calcium dye fluorescence, uHTS; calcium dye fluorescence (FLIPR); percent of saturating CRF peptide response; activation, % at 13.2 µM; 0.46% of 350,000 active;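 active = activation of at least 50%, plus an integration ratio under a set limit after plate pattern correction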;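 note: plate controls were neutral control wells without compound for no effect and CRF at EC100 for full effect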
M1 PAM = human M1 muscarinic receptor positive allosteric modulators, primary screen, CHO-K1 cells, Fluo-8 calcium fluorescence, 1536-well. Muscarinic acetylcholine receptor M1 (Homo sapiens), P11229. CHO-K1 hM1, ACh EC20; 0% = ACh EC20, 100% = maximal ACh. activation, % at 3 µM. 0.088% of 360,000 active; in the data active = activation above about 19%, passing the limit was not always enough
CHRM5 agonist = human M5 muscarinic receptor agonists, primary screen, CHO-K1 cells, Fluo-8 calcium fluorescence; Muscarinic acetylcholine receptor M5 (Homo sapiens), P08912; CHO-K1 hM5 cells; 0% DMSO wells, 100% maximal acetylcholine response; activation, % at 3 µM; 0.19% of 360,000 active; AID 624037, 2012;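 active = activation above the run's mean over test compounds plus 3 SD, cut at about 23% in these data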;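 note: signal is peak over basal fluorescence ratio across the kinetic read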
CHRM5 antagonist = human M5 muscarinic receptor antagonists, primary screen, CHO cells, Fluo-8 calcium fluorescence. Muscarinic acetylcholine receptor M5 (Homo sapiens), P08912. CHO-hM5 cells, ACh EC80. inhibition, % at 3 µM. 0.59% of 360,000 active;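 active = inhibition above a per-plate cutoff, the mean of that plate's test compounds plus 3 SD, cut at about 27% in these data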;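 note: 0% = acetylcholine EC80 with DMSO and 100% = DMSO without agonist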
Numbers without * were called inactive; nt = no result given.

mol	CHRM5 agonist	CHRM5 PAM	M4 antag	CHRM1 antagonist	CRFBP-R2 agonist	M4 ag	M1 PAM	M4 PAM	CHRM5 antagonist
CCOc1ccc2ncc(S(=O)(=O)c3ccccc3)c(N3CCN(c4ccc(OC)cc4)CC3)c2c1	-0.4	-2.6	-3.4	-8.3	-1.8	0.4	3.4	16.6	1.6
Cc1ccc2nc(C)c(C(=O)NN=C3CCCCCC3)n2c1	-1.0	0.5	-3.2	-3.9	-1.4	2.8	10.5	-3.6	-10.1
CC(=O)c1ccc(NC(=O)C(C)Sc2ccccn2)cc1 (centres undefined)	-0.8	7.2	4.7	-10.1	2.5	0.4	8.8	-2.7	5.1
O=C(c1sccc1-c1ccccc1)N1CCN(S(=O)(=O)c2ccccc2)CC1	-3.7	-0.5	-2.2	9.0	0.3	6.9	-7.9	-3.3	-14.2
c1ccc(Cn2c(SCc3nc4ccccc4s3)nnc2-c2ccco2)cc1	-0.8	-1.5	2.1	5.1	-0.7	3.4	-0.5	0.7	5.1
C[C@@H]1COC(=O)[C@H](CC(=O)OC(C)(C)C)C/C=C\C[C@H](CC(=O)N(CCO)Cc2ccccc2)C(=O)N1	-5.0	2.7	3.5	-5.9	-0.2	-0.5	17.7	11.3	15.2
CC(=O)NC12CC3CC(C1)CC(C(=O)N1CCN(S(=O)(=O)c4ccc(C(C)C)cc4)CC1)(C3)C2	0.3	-2.7	-0.1	-9.0	-1.0	0.2	9.6	2.5	5.9
CC12CCC(C(=O)N(NC(=O)c3ccccc3Cl)C1=O)C2(C)C (centres undefined)	0.7	0.4	2.4	10.2	0.6	-0.5	-5.8	-8.3	-1.8
O=C(COC(=O)c1cccc([N+](=O)[O-])c1)c1ccc(OCc2ccccc2)cc1	-2.5	4.9	-2.7	-0.7	-0.1	0.4	3.8	3.1	-2.7
CC(=O)N1C(=O)C2(C(C#N)=C(N)Oc3c2c(C)nn3-c2ccccc2)c2ccccc21 (centres undefined)	0.2	-3.0	2.7	-4.6	-1.8	2.2	5.8	1.0	1.7
COc1cccc2sc3cc(NCC[C@@H]4CCCN4C)ccc3c(=O)c12	1.4	-5.0	-7.9	2.5	-8.1	1.2	-0.2	3.7	4.5
CCCn1c(SCC(=O)O)nc2ccccc21	2.1	9.2	3.0	-11.6	1.4	0.4	9.9	5.9	-7.1
COc1ccc(C(O)c2ncc(-c3cccc(C(F)(F)F)c3)[nH]2)cc1 (centres undefined)	0.9	-0.5	-17.1	-22.1	nt	5.2	10.3	7.0	-4.0
Cc1nn(-c2ccccc2)c(N)c1C1(O)C(=O)Nc2ccc([N+](=O)[O-])cc21 (centres undefined)	-2.0	7.1	2.1	3.8	1.3	1.6	2.9	9.4	6.2
Cn1ncc(C#N)c1NC(=O)C1CC(c2ccc(Cl)cc2)=NO1 (centres undefined)	-2.4	0.9	-5.0	-33.2	-1.9	1.9	6.1	-1.0	3.4
Fc1ccc(-c2nc3c4ccccc4ccn3c2CC2CCCCC2)cc1	2.1	14.9	-4.8	-30.6	nt	-1.4	4.8	5.5	-2.4
Cc1cnc(NC(=O)C2CC=CCC2)s1 (centres undefined)	-2.7	-3.2	-0.3	6.1	0.4	0.0	-3.5	-0.3	16.3
c1ccc(Oc2cc(-n3cccn3)ncn2)cc1	1.8	-2.5	-5.9	-5.3	1.3	0.3	3.0	3.1	-5.1
Cc1cccc(/C=C2/Sc3ccc(C(=O)N4CCOCC4)cc3NC2=O)c1	3.8	8.1	-20.9	-2.1	-3.4	7.9	1.2	6.2	-19.9
O=[N+]([O-])c1cc([N+](=O)[O-])c2c(=Nc3ccccc3)n(-c3ccccc3)n(O)c2c1	-10.8	-15.5	3.5	9.2	-0.7	3.0	-6.4	-10.3	13.0
CCOc1ccc(C)cc1S(=O)(=O)n1ccc(C)n1	-7.2	-3.7	3.4	0.2	-1.5	1.1	-4.9	6.0	0.3
NC(=O)c1c(NC(=O)CSc2nnc(Cc3ccccc3)n2Cc2ccco2)sc2c1CCC2	0.6	-21.7	6.2	17.1	-0.6	25.8	-9.5	-4.5	8.2
N#C/C(=C\c1c[nH]c2ccccc12)C(=O)NC1CCCC1	-0.4	-7.3	-3.2	-10.1	-1.7	0.8	15.2	-1.8	-3.6
Cc1ccc2c(CC(=O)NCc3ccco3)coc2c1C	-8.9	-1.5	1.9	-28.4	0.7	0.1	2.8	3.7	1.6
CCn1c(=O)c(C(=O)NNC(=O)c2cccc(Cl)c2)c(O)c2ccccc21	5.4	4.8	-20.6	22.6	1.5	26.7	-12.9	5.4	3.4
O=C(c1cccn2c(=O)c3cc(Cl)ccc3nc12)N1CCN(Cc2ccc3c(c2)OCO3)CC1	-8.2	-4.7	4.5	-0.4	-1.4	1.7	-2.6	-8.7	6.9
O=C(Nc1cc(Cl)cc(Cl)c1)C(c1ccccc1)N1CCCCC1 (centres undefined)	-3.4	0.8	-5.8	-4.0	1.0	-1.5	2.0	-9.4	-13.2
CCc1nc2ccc(C(=O)NCCCn3ccnc3)cn2c1N(C)C(=O)C1CCCCC1	-0.7	-1.8	-5.7	-2.6	nt	0.1	12.8	-4.9	1.1
N#Cc1cc2c(nc1SCc1ccncc1)CCC2	-1.5	-1.1	5.1	-13.5	-0.2	0.1	6.3	18.7	7.3
O=C(Nc1ccccn1)C1CCN(S(=O)(=O)c2cccc3nonc23)CC1	0.7	-2.1	-2.9	-4.9	0.2	3.9	0.7	0.9	-4.4
CCc1ccc(NC(=O)COC(=O)CN2C(=O)COc3ccccc32)cc1	-2.2	4.2	2.2	-16.0	-1.4	-0.5	3.9	-1.1	-3.8
Cc1ccc(C(=O)N2CCC(C(=O)Nc3cccc([N+](=O)[O-])c3)CC2)cc1	-4.8	-6.4	-6.1	-13.9	-3.7	1.9	4.2	-3.8	4.6
COCC(C)NC(=O)NC1(C(F)(F)F)Oc2ccc(Cl)cc2O1 (centres undefined)	-6.0	-4.9	2.4	1.9	-1.5	0.9	-0.2	-2.3	-0.1
COc1ccc(N/C=C2\C(=O)c3c(sc(C)c3C)N(C)S2(=O)=O)cc1	-1.0	-3.3	-2.2	-7.7	5.4	4.3	9.3	3.7	12.9
CCN(CC)CCNC(=O)C1(O)c2cc(Br)ccc2NC(=O)N1c1cccc(OC)c1 (centres undefined)	-0.7	0.1	-11.5	-4.6	5.0	-0.2	5.4	8.6	5.5
COc1ccc(OC)c(NC(=O)c2cc3ccccc3cc2OC)c1	1.4	-3.5	1.6	-7.6	-0.8	5.1	5.5	-5.7	-3.1
Cc1ccc(C(C)C)c(OCc2ccc(C(=O)N/N=C/c3ccc(O)c(O)c3)cc2)c1	-4.0	-2.3	15.8	-1.5	0.7	1.7	2.5	-11.5	9.2
Cn1cc(S(=O)(=O)NCc2ccc(Cl)cc2)c(=O)n(C)c1=O	0.6	1.0	0.9	-0.1	1.2	1.1	4.6	2.1	5.9
COc1cccc(NC(=O)c2cc(-c3ccccn3)nc3ccccc23)c1	4.2	-5.1	-8.4	20.7	0.5	6.1	-8.2	4.3	10.7
Cc1nn(CC(=O)Nc2sc3c(c2C#N)CCC(C(C)(C)C)C3)c(C)c1[N+](=O)[O-] (centres undefined)	-1.1	-4.9	-17.4	-11.9	-0.4	0.4	6.3	3.7	1.6
Cc1ncoc1C(=O)Nc1ncc([N+](=O)[O-])s1	0.8	0.9	0.6	-9.7	7.7	1.2	9.3	6.2	7.0
O=C(CSc1nnc(-c2cccnc2)n1Cc1ccco1)Nc1cccc(O)c1	-3.7	1.1	-8.8	-8.2	-1.6	1.5	8.7	1.6	10.6
CCc1ccc(S(=O)(=O)Nc2cc3c(cc2N2CCCCC2)n(C)c(=O)c(=O)n3C)cc1	-2.4	6.0	-17.5	-5.0	-2.3	3.2	5.0	3.1	-7.7
CC(C)C(=O)Nc1ccc(C(=O)N2CCCCCC2)cc1	-0.7	3.2	4.6	-10.5	0.4	0.9	11.8	0.1	-4.9
COc1cc(CC2COC(=O)C2(O)Cc2ccc(O)c(OC)c2)ccc1O (centres undefined)	5.4	-11.9	-22.6	-3.6	-0.5	13.5	-6.3	5.4	9.3
O=C(Cc1ccccc1)NC1CCN(Cc2ccccc2)CC1	-5.2	-6.9	-4.5	3.2	0.1	2.5	-7.8	-2.1	10.4
Cc1oc(-c2ccccc2Cl)nc1CSCC(=O)N1CCCC1	-2.2	1.8	4.9	-9.1	-3.5	-1.6	11.1	0.7	0.7
CCCOc1ccc(C2=CSC3=NCCN23)cc1Cl	-4.3	3.1	-4.2	-20.6	1.4	3.5	7.2	15.8*	1.9
